Screening results: PubChem, National Center for Advancing Translational Sciences (NCATS)
Abeta rescue = A-beta toxicity reversal in yeast; actives 0.063% (n = 410,000); AID 1347071; Potency, µM (titrated, usually from 46.1 µM), without a hit: top-dose growth rescue, hits mostly activators; yeast expressing A-beta42, growth rescue, OD600, 48 h; response scale: 0% DMSO, 100% iron-clioquinol control; note: potency is the fitted concentration of half-maximal effect; nearly all actives have a fitted effect of over 55% in size
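Yeast A-beta toxicity model in growth medium with pinned compounds, 48 h at 30 C; growth read as absorbance at 600 nm. Normalized to FeCl3/clioquinol equimolar mix (positive) and DMSO (negative).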
TDP-43 yeast inh = rescues yeast growth from TDP-43 toxicity | TDP-43 expressing yeast growth rescue, BacTiter-Glo, 24 h | Potency, µM (series often up to 46.1 µM), without a hit: at the top dose growth rescue (activation), most hits filed as activators | actives 1.8% (n = 410,000) | AID 652104; note: potency is the fitted concentration of half-maximal effect; % of control where 0% means no effect; nearly all actives have a fitted effect of over 50% in size
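Readout is BacTiter-Glo luminescence of cell growth, so inhibitors register as activators. TDP-43-expressing yeast at OD600=0.02 in galactose medium, after raffinose pregrowth to mid-log, were incubated with compound for 24 hr at 30 deg C.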
GLP1R ag = activates the human GLP-1 receptor; HEK293 GLP-1R CRE-luciferase, luminescence, 4-6 h; cells express a hypersensitive GLP-1R form; AID 624172; actives 0.007% (n = 380,000); P43220; Potency, µM (series often up to 45.6 µM), for inactives: top-dose activation, most hits filed as activators; note: potency is the fitted concentration of half-maximal effect; % of control where 0% means no effect
Target sequence (P43220 whole entry, looked up): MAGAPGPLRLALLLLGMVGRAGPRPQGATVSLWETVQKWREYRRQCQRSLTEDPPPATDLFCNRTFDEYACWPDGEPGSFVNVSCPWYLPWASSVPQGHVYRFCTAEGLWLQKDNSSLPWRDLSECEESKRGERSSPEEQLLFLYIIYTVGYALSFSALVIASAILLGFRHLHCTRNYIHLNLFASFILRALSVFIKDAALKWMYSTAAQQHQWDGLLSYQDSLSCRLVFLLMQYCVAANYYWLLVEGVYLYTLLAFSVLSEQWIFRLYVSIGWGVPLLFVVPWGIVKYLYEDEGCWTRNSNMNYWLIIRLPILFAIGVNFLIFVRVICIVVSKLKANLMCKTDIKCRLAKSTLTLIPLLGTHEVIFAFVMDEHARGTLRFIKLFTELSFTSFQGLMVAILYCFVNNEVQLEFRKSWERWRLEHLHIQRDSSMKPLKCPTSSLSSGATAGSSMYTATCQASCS
Akt phos inh = Akt phosphorylation inhibition; actives 0.32% (n = 360,000); Neuro2A IGF-stimulated pAkt S473 HTRF, 20 min; hits give low values; activity change, % for hits at 50 µM; AID 651550; in the data active = activity change below about -80%; inconclusive = mostly about -51% to -80%; note: % is set by controls: 0 for no effect and ±100 for the full control effect
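Neuro2A cells (4,500/well, DMEM with 0.5% FBS) were treated with compound at a single 50 µM final concentration, stimulated with 6 nM IGF for 20 min at 37 °C, and lysed. Phospho-Akt Ser473 was read by HTRF as 665/615 ratio ×10^4.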
aSyn yeast inh = inhibitors of alpha-synuclein toxicity in yeast; actives 0.14% (n = 370,000); Yeast expressing alpha-synuclein, growth rescue, BacTiter-Glo, 24 h; Potency, µM (series often up to 46.1 µM), for inactives: at the top dose growth rescue (activation), actives largely listed as activators; AID 652106; note: potency is the fitted concentration of half-maximal effect; % of control where 0% means no effect; nearly all actives have a fitted effect of over 65% in size
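Rescue of yeast growth: cells expressing toxic alpha-synuclein, induced in galactose at OD600 0.02, incubated with compound 24 h at 30 C. ATP luminescence quantified growth; inhibitors of toxicity appear as activators.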
GLP1R inv ag = inverse agonists of human GLP-1 receptor. actives 1.6% (n = 410,000). P43220. HEK293 GLP-1R CRE-luciferase, luminescence, 24 h; GLP-1R form is constitutively active. AID 624417. Potency, µM (highest dose often 38.3 µM), for the others: at the top dose activity change, negative = inhibition, usual class: inhibitors; note: potency is the fitted concentration of half-maximal effect; % is set by controls: 0 for no effect and ±100 for the full control effect; nearly all actives have a fitted effect of over 55% in size
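Constitutively active GLP-1R drives a cAMP-responsive luciferase in stably transfected HEK293 cells; test compounds are added after overnight (12 h) attachment and left 24 hr, and signal loss in luminescence marks inhibition.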
FUS suppressor = suppressors of FUS proteinopathy in yeast; AID 1347120; Potency, µM (titrated, usually from 76.6 µM), inactives show at the top dose growth rescue (activation), actives largely listed as activators; S. cerevisiae FUS-expressing, growth rescue, OD600, 24 h; actives 0.24% (n = 390,000);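 note: potency is the fitted concentration of half-maximal effect; plate controls were DMSO vehicle for no effect and reference control for full effect; nearly all actives have a fitted effect of over 55% in size; some results filed as inactive show a strong effect at the top dose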
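Compound concentration series was pinned onto galactose-induced FUS-expressing yeast seeded at OD 0.005. Plates sat 24hr at 30C; absorbance at 600 nm gave growth. DMSO served as background control.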
DRD3 antagonist = D3 dopamine receptor (human) antagonism; P35462; actives 2.5% (n = 360,000); D3R cells, DiscoveRx beta-arrestin luminescence, antagonist mode; hits give low values; max response, negative = inhibition, %; in the data active = max response below about -50%; inconclusive = no clear call, values can overlap the other calls; note: % is set by controls: 0 for no effect and ±100 for the full control effect; mostly tested at two doses, the higher about 12 µM
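Cells plated overnight at 1500 cells/well, then exposed to library compounds with dopamine controls for 90 minutes at 37 degrees C. DiscoveRx reagent added for 30–60 minutes at room temperature; luminescence read, quantitative HTS format.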
PTHR1 agonist = agonists of human PTHR1 parathyroid hormone receptor. HEK293 GP2 PTHR1 cells, GloSensor cAMP luminescence, 1 h. Potency, µM (highest dose often 115 µM), for the others: at the highest dose activation, most hits filed as activators. actives 0.075% (n = 410,000). AID 743266; note: potency is the fitted concentration of half-maximal effect; nearly all actives have a fitted effect of over 55% in size; some results filed as inactive show a strong effect at the top dose; inactives centre near -15; many of its hits are not listed in these tables
Target sequence (Q03431 whole entry, looked up): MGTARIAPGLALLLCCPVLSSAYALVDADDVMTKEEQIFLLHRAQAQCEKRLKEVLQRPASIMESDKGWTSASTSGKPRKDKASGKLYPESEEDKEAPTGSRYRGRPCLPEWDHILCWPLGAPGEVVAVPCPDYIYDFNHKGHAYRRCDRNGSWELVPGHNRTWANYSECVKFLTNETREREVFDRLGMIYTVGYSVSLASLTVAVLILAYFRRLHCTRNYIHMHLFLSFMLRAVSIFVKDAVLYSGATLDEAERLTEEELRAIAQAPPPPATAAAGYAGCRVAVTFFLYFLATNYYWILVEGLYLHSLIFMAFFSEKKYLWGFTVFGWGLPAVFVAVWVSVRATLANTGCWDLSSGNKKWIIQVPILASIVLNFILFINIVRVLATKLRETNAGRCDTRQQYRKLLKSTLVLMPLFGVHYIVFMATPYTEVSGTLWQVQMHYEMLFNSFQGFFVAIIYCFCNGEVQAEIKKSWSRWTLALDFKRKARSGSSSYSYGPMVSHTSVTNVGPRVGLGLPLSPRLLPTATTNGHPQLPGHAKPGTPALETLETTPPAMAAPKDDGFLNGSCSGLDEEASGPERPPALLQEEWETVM
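HEK-293-derived GP2 cells expressing PTHR1 and a GloSensor cAMP reporter, 3,000/well, plated overnight, given luciferin plus IBMX (each 0.5 mM as added) for 1 h at 37 °C, then compound for 1 h at 37 °C. Luminescence was read after 15 min at room temperature.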
An asterisk follows results filed as active; i = inactive; ? = inconclusive; / = no result given; & = joins results of further samples; [ ] = dose if it differs, or a comment. Unless noted, calls come from the whole dose curve; as a rule, active = well fitted curve in the direction sought with a large enough effect; inconclusive = small, poorly fitted or top-dose-only effect, or another doubt; inactive = no such curve, though single readings can be large; an effect the other way counts as inactive or inconclusive. Not all compounds are listed; count on the stated rates, not on these rows.

canonical_smiles,GLP1R inv ag,DRD3 antagonist,PTHR1 agonist,aSyn yeast inh,GLP1R ag,TDP-43 yeast inh,FUS suppressor,Abeta rescue,Akt phos inh
O=C(NCCOc1ccccc1)c1ccccc1F,?,-8.2,-17.5%,6.8%,-3.8%,3.1%,-29.3%,-9.6%,i
C=CCN(C(=O)c1csnn1)C(C(=O)NC1CCCCC1)c1ccc(C)cc1 (configuration not stated),?,0.7,i,6.8%,9.4%,-1.0%,14.8%,7.0%,i
O=C(CCC(=O)Nc1ccc(F)cc1)N/N=C/c1ccccc1O,?,10.3,-3.2%,0.8%,-0.3%,-1.2%,-2.5%,4.4%,i
CC1CCN(CCCNC(=O)c2ccc(N3CCCC3=O)cc2)CC1,0.4%,-8.0,i,-0.9%,7.4%,-3.1%,-6.5%,-2.3%,i
CC(C(=O)NC1CCCc2ccccc21)N1CCN(c2ccc(F)cc2)CC1 (configuration not stated),?,-18.7,i,10.3%,6.8%,-7.8%,4.7%,-8.5%,i
COc1cc(/C=C/[N+](=O)[O-])ccc1OC(=O)c1cc2ccccc2oc1=O,30.4%,3.2,-3.6%,-30.6%[inhibitor],-2.1%,-69.8%[inhibitor],43.6%,-73.6%[inhibitor],i
COc1ccc(OCC(=O)NCc2cccnc2)cc1,9.4%,18.1,-1.9%[57.5 µM],-1.5%,-6.0%,2.6%,9.6%,-8.2%,i
CCOc1ccccc1C=NNc1ccc([N+](=O)[O-])cn1,2.9%,2.5,-2.9%,7.6%,4.7%,22.0%,1.5%,-1.9%,i
Clc1ccc2[nH]c3c(c2c1)CCc1cn[nH]c1-3,?,14.9,-23.2%[57.5 µM],-36.0%[inhibitor],3.8%,?,6.9%,-93.5%[inhibitor],i
O=C(C1COc2ccccc2O1)N1CCN(Cc2ccc3c(c2)OCO3)CC1 (configuration not stated),?,?,i,-4.0%,11.8%,-10.6%,10.9%,-4.1%,i
CCN(CCNC(=O)C1CCN(Cc2nc(-c3cccc(Cl)c3)oc2C)CC1)c1ccccc1,?,-10.4,-19.5%,5.9%,-5.2%,-14.4%,/,19.9%,i
COC(=O)Cn1nc(-c2ccc(C)c(S(=O)(=O)N(C)C)c2)c2ccccc2c1=O,7.3%,9.3,19.9%[57.5 µM],7.1%,14.9%,18.9%,8.7%,2.2%,i
Cc1ccc(C(=O)O)cc1S(=O)(=O)N1CCC(C(=O)O)CC1,4.1%,-26.3,i,-8.1%,11.7%,-18.5%,20.3%,-4.5%,i
CCCCCCCCC(=O)O,4.8%,4.5,-17.0%,4.0%,-4.5%,?,-20.0%,0.9%,i
Cc1ccc(-c2noc(CSc3nnc(-c4ccccc4)n3C)n2)cc1,0.0%,29.2,-12.7%,1.5%,1.5%,?,6.9%,3.4%,i

In a second layout: 2 of the compounds above.
> O=C(C1COc2ccccc2O1)N1CCN(Cc2ccc3c(c2)OCO3)CC1 (configuration not stated)
  GLP1R inv ag = ?; DRD3 antagonist = ?; PTHR1 agonist = i; aSyn yeast inh = -4.0%; GLP1R ag = 11.8%; TDP-43 yeast inh = -10.6%; FUS suppressor = 10.9%; Abeta rescue = -4.1%; Akt phos inh = i

> COc1cc(/C=C/[N+](=O)[O-])ccc1OC(=O)c1cc2ccccc2oc1=O
  GLP1R inv ag = 30.4%; DRD3 antagonist = 3.2; PTHR1 agonist = -3.6%; aSyn yeast inh = -30.6%[inhibitor]; GLP1R ag = -2.1%; TDP-43 yeast inh = -69.8%[inhibitor]; FUS suppressor = 43.6%; Abeta rescue = -73.6%[inhibitor]; Akt phos inh = i

(cont.)
canonical_smiles,GLP1R inv ag,DRD3 antagonist,PTHR1 agonist,aSyn yeast inh,GLP1R ag,TDP-43 yeast inh,FUS suppressor,Abeta rescue,Akt phos inh
CCOC(=O)c1cc(C)nnc1C(=O)OCC,14.5%,27.8,i,0.0%,-2.7%,0.0%,-8.8%,1.4%,i
COC(=O)c1cc(O)c(OCc2ccccc2)c(O)c1,0.0%,11.3,-8.6%,-10.2%,-3.6%,-2.3%,/,2.5%,i
Cc1ccc(OCC(=O)NN2C(=O)c3ccccc3C2=O)cc1,11.1%,-1.3,1.0%,9.6%,9.7%,7.6%,-13.6%,0.2%,i
O=c1oc2ccccc2n1Cc1ccccc1F,?,1.3,-10.3%,0.7%,-1.2%,?,-25.1%,9.8%,i
CC(C)C[C@H](NC(=O)c1ccc(OC2CCN(C(=O)C3CC3)CC2)cc1)C(N)=O,-8.6%,38.9,-0.1%,-0.8%,4.1%,/,-1.5%,7.6%,i
O=C(COC(=O)c1cnc(Cl)c(Cl)c1)c1ccc(F)cc1,-8.1%,-8.6,-40.7%[inhibitor],0.2%,-6.8%,27.3%,-27.8%,1.7%,i
O=C(CN1C(=O)C2(OCCO2)c2ccccc21)c1ccc(Br)cc1,0.0%,?,-4.7%[57.5 µM],-9.1%,-9.1%,-9.8%,?,-28.6%,i
Cc1cc(C(=O)Nc2c(C)cccc2C)n(-c2ccccc2)n1,-0.6%&0.2%,1.9,-1.4%,-9.7%,-1.1%,?,-6.2%&-23.3%,-9.0%&-6.4%,i
COc1cccc(Cn2cnc(-c3ccccc3OC)c2-c2ccco2)c1,-18.5%,4.1,-23.2%,23.4%,5.9%,4.7%,?,-15.0%,i
O=C(O)COc1ccccc1C1Nc2ccccc2-c2nnc(SCc3ccc(Cl)cc3)nc2O1 (configuration not stated),2.4%,/,-27.7%,/,/,0.0%,22.9%,-13.1%,/
O=C(NCc1ccco1)c1nnc(Cc2ccc(F)cc2)o1,14.0%,-18.5,i,-9.2%,1.5%,0.0%,-18.4%,-3.5%,i
O=C(CSc1nccc(=O)[nH]1)Nc1ccc(F)c([N+](=O)[O-])c1,13.2%,6.7,-18.0%,-8.9%,-19.9%,15.5%,-17.3%,12.9%,i
Cc1ccc(-n2c(C)cc(/C=C3/SC(=O)N(CC(=O)N4CCOCC4)C3=O)c2C)nc1,6.6%,13.9,i,-1.4%,1.4%,-29.4%,-3.2%,-22.2%,i
CN(CCO)c1ccc(/C=N/Nc2nncc3ccccc23)cc1,-22.2%,-16.9,-86.2%[inhibitor],-8.3%,3.6%,-8.0%,-0.3%,-10.3%,i
COc1cc(C2C(C#N)=C(N)Oc3n[nH]c(-c4ccccn4)c32)cc(OC)c1OC (configuration not stated),16.2%,-22.3,i,-11.6%,-0.4%,8.1%,17.1%,15.2%,i
CCOc1ccccc1NC(=O)Cn1cnc2onc(-c3ccc(F)cc3)c2c1=O,2.9%,/,-21.0%,4.3%,?,14.2%,-8.7%,1.1%,/
CCN1CCN(C(=O)C2CCC(CNS(=O)(=O)c3ccc(NC(C)=O)cc3)CC2)CC1 (configuration not stated),4.9%,-2.5,0.9%,-7.8%,1.4%,-8.8%,-12.3%,-16.1%,/
COc1ccc(Br)cc1CNC(=O)Cn1nc(C)n2cccc2c1=O,-4.5%,-25.4,-7.1%,-2.3%,4.5%,-2.6%,-5.7%,-21.0%,/
COc1ccc(O)c(/C=N/NC(=O)c2ccc(N3CCCC3=O)cc2)c1,-16.2%,-6.5,i,0.6%,8.9%,-29.5%,47.8%,-11.0%,i
CCOC(=O)C(CC)N1CCN(Cc2ccc(F)cc2)C(=O)C1=O (configuration not stated),12.0%,/,-23.0%,/,/,10.4%,23.3%,-6.5%,/
COc1cc(NC(=S)NCCO)c(OC)cc1Cl,-2.1%,0.0,-24.0%,-4.3%,1.0%,-3.5%,13.6%,-2.5%,i
COc1ccccc1NS(=O)(=O)c1cccc(C(=O)N/N=C(/C)c2ccc(-n3ccnc3)cc2)c1,25.6%,-9.7,-73.8%[inhibitor],1.4%,14.7%,-13.6%,/,11.4%,i
Brc1ccc([C@H]2CN3CCSC3=N2)cc1,-6.9%,0.0,-3.5%,5.4%&-0.7%,-4.9%,7.1%,-39.2%,0.0%,i
COc1ccc(N2C(=O)CC(NNc3nc4ccccc4s3)C2=O)cc1 (configuration not stated),-5.2%,25.8,i,4.0%,10.4%,-0.3%[1.82 µM],18.7%,17.2%,i
COCCNC(=O)C1CC2Cn3c(nc4ccccc43)C2N1C (configuration not stated),1.2%,2.1,i,0.7%,-6.4%,11.7%,-10.0%,-3.5%,i
Fc1ccc(-c2cc(C(F)(F)F)nc(NCc3cccs3)n2)cc1,?,-3.6,i,-0.6%,4.2%,9.6%,-6.6%,4.8%,i
COc1ccc(-c2nc3scc(CCNS(=O)(=O)c4ccc(Oc5ccccc5)cc4)n3n2)cc1OC,57.2%[activator],/,i,/,/,13.7%,23.1%,0.9%,/
CCOc1ccc(NC(=O)COc2ccc(C(=O)NCc3cccnc3)cc2OC)cc1,10.8%,0.9,-30.8%[inhibitor],3.8%,0.8%,?,5.2%,9.8%,i
CC1CCN(C(=O)CCCOc2ccc(Cl)cc2)CC1,?,3.1,i,5.3%,16.7%,26.6%,29.7%,-44.2%[inhibitor],i
COC(=O)CC/C(O)=C1/C(=N)CC(C)(C)CC1=O,0.9%,7.6,i,-9.9%,-9.3%,9.5%,8.2%,7.1%,i
COc1cc(OC)cc(C(=O)NNC(=O)c2ccc(S(=O)(=O)N3CC(C)OC(C)C3)cc2)c1 (configuration not stated),18.6%,6.1,-86.4%[inhibitor],-6.0%,-3.3%,4.6%,-9.2%,-2.5%,i
C=CCc1ccc(O)c(-c2cc(CC=C)ccc2O)c1,11.2µM*,14.1,-58.0%[inhibitor],-0.1%,2.3%,-91.8%[inhibitor],?,12.0%,i
CCc1ccc(NC(=O)CSc2n[nH]c(=O)n2C2CC2)cc1,25.7%,-13.9,-0.8%,0.7%,3.9%,12.7%,3.4%,-11.5%,i
